Screens from PubChem.
Tau fibril FP = inhibitors of human tau fibril formation; AID 1468; K18 P301L tau heparin fibrillization, Alexa594 FP, 6 h; 0.39% of 280,000 active; Potency, µM (doses to about 57.7 µM), for the others: at the top dose activity, negative = inhibition, usual class: inhibitors; P10636; note: % is set by controls: 0 for no effect and ±100 for the full control effect; nearly all actives have a fitted effect of over 55% in size
Target sequence (P10636 561-689 P618L limits assumed): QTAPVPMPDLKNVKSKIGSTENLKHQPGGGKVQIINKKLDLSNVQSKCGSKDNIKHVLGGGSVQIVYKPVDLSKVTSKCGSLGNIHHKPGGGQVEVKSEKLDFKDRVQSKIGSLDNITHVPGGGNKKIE
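Human tau K18 […] P301L fragment, 15 uM unlabeled plus 0.24 uM Alexa 594-labeled tau (final), with compound and 20 uM heparin in 100 mM sodium acetate pH 7; 6 hr at 37 C, then Alexa 594 FP read.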
HTT aggregate = inhibitors of mutant huntingtin aggregate formation in PC12 cells; 1.1% of 220,000 active; AID 1688; Potency, µM (highest dose often 46.1 µM), without a hit: at the highest dose activity change, negative = inhibition, usual class: inhibitors; PC12 HttQ103-GFP aggregates, Acumen cytometry, 40 h; note: % is set by controls: 0 for no effect and ±100 for the full control effect; nearly all actives have a fitted effect of over 60% in size
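Quantitative HTS on tebufenozide-induced (100 nM) PC12 cells stably expressing polyQ103 Huntingtin exon 1–GFP. Reduction of bright GFP aggregates, detected by laser scanning cytometry after lysis, identified actives across the titration.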
Tau fluor counter = counter-screen for tau fibril formation inhibitors; tau K18 P301L Alexa594 fluorescence, heparin fibrillization; Potency, µM (doses to about 57.7 µM), inactives show at the top dose activity change, negative = decrease; 0.93% of 280,000 active; note: % is set by controls: 0 for no effect and ±100 for the full control effect; nearly all actives have a fitted effect of over 55% in size
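Human tau K18 P301L (15 uM unlabeled, 0.24 uM Alexa 594-labeled) in 100 mM sodium acetate pH 7 with 20 uM heparin, 6 hr at 37 C. ThT 30 uM added, 1 hr ambient; Alexa 594 FP and total fluorescence read at 555/632 nm.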
SMN2 splice up = increases expression of the SMN2 splice variant | HEK293 SMN2-luciferase splicing reporter, luminescence, 30-36 h | Potency, µM (titrated, usually from 46.1 µM), inactives show top-dose activity change, positive = activation, actives largely listed as activators | 2.8% of 210,000 active | AID 1458; note: % of control where 0% means no effect; nearly all actives have a fitted effect of over 55% in size
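qHTS luciferase splicing reporter: luminescence rises when SMN2 exon 7 is included in transfected HEK293 cells. Compound exposure lasted 30-36 h at 37C, with 4.5 mM final sodium butyrate as control, followed by a ONE-Glo read.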
HTT cytoprotect = Huntington cell model cytoprotection by ATP luminescence. PC12 HTT-Q103 induced, cytoprotection, ATP luminescence, 40 h. Potency, µM (titrated, usually from 56.4 µM), for inactives: cytoprotection (ATP increase), actives largely listed as activators. 0.14% of 230,000 active;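 note: % of control where 0% means no effect; nearly all actives have a fitted effect of over 45% in size; toxic huntingtin expression switched on by the ecdysone agonist tebufenozide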
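Compounds were screened for protection of PC12 cells against cell death after tebufenozide induction (100 nM final) of mutant Huntingtin exon 1 (Q103) fused to GFP.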
KDM4E inh = JMJD2E (human) inhibition; B2RXH2; JMJD2E catalytic domain, FDH-coupled NADH fluorescence (FDH is formaldehyde dehydrogenase); Potency, µM (doses to about 57.1 µM), without a hit: top-dose activity change, negative = inhibition, usual class: inhibitors; 1.6% of 230,000 active; AID 2147; active = well fitted inhibition curve with a large enough effect, not every such curve was filed as active; inconclusive = small, poorly fitted or top-dose-only effect, or another doubt; inactive = no such curve, though single readings can be large or run the other way;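 note: 0% = wells with enzyme and -100% = buffer wells without enzyme; nearly all actives have a fitted effect of over 50% in size; many of its hits are not listed in these tables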
Target sequence (B2RXH2 1-337 limits assumed): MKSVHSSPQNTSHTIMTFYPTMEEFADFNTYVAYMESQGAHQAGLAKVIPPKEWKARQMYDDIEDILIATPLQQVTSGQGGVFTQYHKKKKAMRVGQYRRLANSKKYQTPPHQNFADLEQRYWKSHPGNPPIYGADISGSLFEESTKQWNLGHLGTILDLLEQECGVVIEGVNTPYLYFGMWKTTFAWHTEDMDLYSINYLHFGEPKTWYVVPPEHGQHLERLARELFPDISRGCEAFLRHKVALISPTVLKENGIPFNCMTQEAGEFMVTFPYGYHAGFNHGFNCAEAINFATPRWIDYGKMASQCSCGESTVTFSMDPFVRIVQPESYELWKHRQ
Tau ThT inhib = inhibitors of human tau fibril formation, thioflavin T binding | 2.1% of 270,000 active | AID 1460 | Potency, µM (top dose mostly 57.4 µM), for inactives: at the highest dose activity, negative = inhibition, usual class: inhibitors | P10636 | recombinant tau K18 P301L (four-repeat tau fragment), heparin-induced fibrillization, ThT fluorescence; note: % is set by controls: 0 for no effect and ±100 for the full control effect; nearly all actives have a fitted effect of over 55% in size
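Recombinant human tau K18 fragment […] carrying P301L, 15 uM unlabeled plus 0.24 uM Alexa 594-labeled, was fibrillized with 20 uM heparin in 100 mM sodium acetate pH 7 for 6 hr at 37 C; 30 uM ThT fluorescence read after 1 hr.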
ALDH1A1 block = blocks purified human ALDH1A1 activity; P00352; Purified ALDH1A1, NADH fluorescence, propionaldehyde substrate; Potency, µM (titrated, usually from 75.3 µM), without a hit: at the highest dose activity, negative = inhibition, most hits filed as inhibitors; 7.3% of 220,000 active; AID 1030; active = well fitted inhibition curve with a large enough effect, not every such curve was filed as active; inconclusive = small, poorly fitted or top-dose-only effect, or another doubt; inactive = no such curve, though single readings can be large or run the other way;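 note: plate controls were no enzyme wells and a reference inhibitor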
Target sequence (P00352 whole entry, looked up): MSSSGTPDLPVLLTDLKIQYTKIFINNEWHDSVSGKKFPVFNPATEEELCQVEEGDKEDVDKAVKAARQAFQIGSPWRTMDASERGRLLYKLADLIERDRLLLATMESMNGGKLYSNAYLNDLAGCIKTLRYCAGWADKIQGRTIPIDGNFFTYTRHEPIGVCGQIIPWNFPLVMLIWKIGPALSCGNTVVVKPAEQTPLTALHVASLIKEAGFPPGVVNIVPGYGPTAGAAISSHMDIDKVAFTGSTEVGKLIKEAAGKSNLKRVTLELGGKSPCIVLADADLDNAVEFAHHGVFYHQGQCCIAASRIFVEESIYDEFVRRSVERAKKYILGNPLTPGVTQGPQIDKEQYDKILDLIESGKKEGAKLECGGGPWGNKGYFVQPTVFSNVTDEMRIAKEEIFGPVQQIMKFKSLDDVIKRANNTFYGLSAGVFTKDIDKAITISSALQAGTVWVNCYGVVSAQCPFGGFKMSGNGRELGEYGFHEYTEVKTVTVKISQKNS
* marks the source's active call; other numbers are inactive results; ? = inconclusive; . = not tested or not shown; & = joins results of further samples; [ ] = remark or other dose. Unless noted, calls come from the whole dose curve; as a rule, active = well fitted curve in the direction sought with a large enough effect; inconclusive = small, poorly fitted or top-dose-only effect, or another doubt; inactive = no such curve, though single readings can be large; an effect the other way counts as inactive or inconclusive. Potency is the fitted concentration of half-maximal effect. An excerpt; count on the stated rates, not on these rows.

SMILES	Tau fibril FP	HTT aggregate	Tau fluor counter	SMN2 splice up	HTT cytoprotect	KDM4E inh	Tau ThT inhib	ALDH1A1 block
COc1ccc(CCCc2nnc(SCC(=O)Nc3cccc(C)c3)o2)cc1	-4.0%&-0.1%	2.0%	?	1.9%&5.8%	4.2%	5.3%	?	?
CCC(=O)NC(=S)Nc1ccc(NC(=O)c2ccc([N+](=O)[O-])cc2Cl)cc1	11.3%	?	?	-51.7%[inhibitor]	5.8%[10 µM]	-0.2%	?	?
Cc1cc(C)nc(SCc2cc(=O)c(OC(=O)c3cc([N+](=O)[O-])ccc3Cl)co2)n1	-15.8%	5.2%	-24.1%	1.8%	36.2%[10 µM]	?	?	5.5%
O=C(CC1C(=O)NCCN1C/C=C/c1ccccc1)NCCc1cccnc1 (stereo unspecified)	3.8%[2.34 µM]	-24.3%[9.22 µM]	-7.9%	.	-9.1%[10 µM]	9.9%	-8.7%	-8.8%
O=C(c1ccc2c(c1)OCO2)C1CCCN(C(=O)NCc2ccccc2)C1 (stereo unspecified)	-0.8%	-17.5%[9.22 µM]	-3.7%	1.3%	17.0%[10 µM]	-4.3%	-10.1%	-7.8%
CCO[C@H]1OC(C(=O)N2CCOCC2)=C[C@@H](c2ccccc2)[C@@H]1CCCO	-0.8%	-2.7%[9.22 µM]	-2.0%	.	0.2%[10 µM]	1.4%	4.2%	-2.8%
CC(=O)OC[C@@H]1O[C@H](CCO/N=C(\C)CCN2CCc3nc(-c4ccccc4)c(-c4ccccc4)cc3C2)C=C[C@@H]1OC(C)=O	-4.3%[11.6 µM]	.	-4.0%[11.6 µM]	.	-20.3%[10 µM]	.	-10.2%[11.5 µM]	-6.1%[13.5 µM]
COc1ccc(CCn2cc3c(c2-c2ccccc2Br)c(=O)n(C)c(=O)n3C)cc1OC	-4.9%	.	-5.2%	-1.2%	.	.	-6.6%	.
Cc1[nH]n(-c2ccccc2)c(=O)c1N=Nc1ccccc1O	?	?	?	.	-50.3%[inhibitor][10 µM]	-21.7%	?	-10.7%
COC(=O)c1cccc(NC(=O)Cn2nnc3ccccc32)c1	-3.4%	-4.2%[9.22 µM]	1.9%	6.7%	-15.2%	-5.7%	2.5%	8.5%

Record cards, as listed above.
CCC(=O)NC(=S)Nc1ccc(NC(=O)c2ccc([N+](=O)[O-])cc2Cl)cc1 is listed as Tau fibril FP: 11.3%; HTT aggregate: ?; Tau fluor counter: ?; SMN2 splice up: -51.7%[inhibitor]; HTT cytoprotect: 5.8%[10 µM]; KDM4E inh: -0.2%; Tau ThT inhib: ?; ALDH1A1 block: ?
Cc1cc(C)nc(SCc2cc(=O)c(OC(=O)c3cc([N+](=O)[O-])ccc3Cl)co2)n1 is listed as Tau fibril FP: -15.8%; HTT aggregate: 5.2%; Tau fluor counter: -24.1%; SMN2 splice up: 1.8%; HTT cytoprotect: 36.2%[10 µM]; KDM4E inh: ?; Tau ThT inhib: ?; ALDH1A1 block: 5.5%
COC(=O)c1cccc(NC(=O)Cn2nnc3ccccc32)c1 is listed as Tau fibril FP: -3.4%; HTT aggregate: -4.2%[9.22 µM]; Tau fluor counter: 1.9%; SMN2 splice up: 6.7%; HTT cytoprotect: -15.2%; KDM4E inh: -5.7%; Tau ThT inhib: 2.5%; ALDH1A1 block: 8.5%

Continuation:
SMILES	Tau fibril FP	HTT aggregate	Tau fluor counter	SMN2 splice up	HTT cytoprotect	KDM4E inh	Tau ThT inhib	ALDH1A1 block
CC(C)N1C(=S)SC(C)(C)C1NO (stereo unspecified)	-11.3%	0.1%	-13.0%	-10.1%	-2.1%[10 µM]	9.7%	-19.6%	21.6%
CCOC(=O)c1c(-c2ccc(C)cc2C)csc1NC(=O)CSc1nnnn1C	-2.2%	11.2µM*	-15.0%	-20.1%	-5.4%[10 µM]	-0.4%	?	-14.7%
Cc1cc(=O)n2nc(N3CCC(C(=O)NCc4ccc(Cl)cc4)CC3)sc2n1	2.9%	.	-15.0%	6.2%	.	.	?	.
COc1cccc(CNCCO)c1OCc1ccccc1Cl	-2.8%	7.6%	8.8%	-4.0%	17.7%[10 µM]	-0.7%	5.8%	2.3%
CCOc1ccccc1NC(=O)c1cccc(NC(=O)CC(c2ccccc2)c2ccccc2)c1	?	-17.9%	?	-13.4%	-27.7%	?	-0.2%	?
Cc1c(C(=O)Oc2cccc3cccnc23)oc2ccccc12	-1.7%	-28.9%	-15.8%	1.9%	-37.2%[10 µM]	?	-14.2%	8.2%
O=[N+]([O-])c1cc(C(F)(F)F)ccc1NN=C1CCCC1	10.0%	-4.8%	-8.6%	5.3%	.	0.0%	?	5.1%
O=C(Nc1cccnc1)c1ccc(COc2ccccc2Br)o1	4.3%	-8.9%	-22.3%	-40.5%[inhibitor]	-13.5%	2.7%	-16.9%	-2.3%
COc1ccccc1OCC(=O)N/N=C/C=C/c1ccc([N+](=O)[O-])o1	-4.4%	?	-20.6%	14.2%	15.3%[10 µM]	-4.2%	14.1µM*	-6.6%
Cc1ccc2nc(-c3ccc(N4C(=O)CC(N5CCCC(C)C5)C4=O)cc3)sc2c1 (stereo unspecified)	-3.0%	16.5%	-6.8%	17.0%	-7.6%	?	-5.7%	?
Cc1oc2cc(OC(=O)c3ccco3)ccc2c(=O)c1-c1nc2ccccc2n1C	5.1%	29.3%	-13.2%	3.1%	.	-0.2%	?	?
C=CCn1c(SCc2nc3scc(-c4ccccc4)c3c(=O)[nH]2)nnc1-c1ccccc1F	?	-28.9%	-7.6%	-6.2%[1.84 µM]	27.7%[10 µM]	0.8%	?	?
Cc1c(C)c2cc(Cl)c(O)c(CN(C)C)c2oc1=O	13.0%	4.6%	4.8%	2.9%	6.5%	?	5.0%	?
Cn1c(=O)c(=O)n(C)c2cc(S(=O)(=O)N3CCCCC3)ccc21	8.7%	-8.3%	6.0%	-2.6%	10.1%[1.9 µM]	?	0.2%	6.8%
COc1ccc(O)c(C(=O)c2cnc3c(c2)c(=O)[nH]c(=O)n3C)c1	1.2%	-0.1%	-1.7%	8.4%	17.0%[10 µM]	-10.1%	-19.7%	-5.4%
O=c1oc2c3c4c(cc2c2c1CCC2)OCCN4CCC3	-14.9%	-10.5%	-23.5%	6.2%	-23.2%	?	?	?
O=S(=O)(c1ccc2ccccc2c1)N1CCN(Cc2ccccn2)CC1	0.2%	.	5.9%	-36.3%	.	-0.3%	8.5%	1.3%
CCn1c(CC2C(=O)N(C)c3ccc(Br)cc32)nc2ccccc2c1=O (stereo unspecified)	3.5%	.	-0.6%	-3.8%	.	.	-6.3%	.
O=C(CC(NS(=O)(=O)c1ccc(Cl)cc1)c1ccco1)N1CCc2ccccc21 (stereo unspecified)	-0.2%	-29.3%	-26.5%	24.1%	-6.3%	0.8%	-7.7%	?
CC(=O)CCC(=O)OCC(=O)c1ccc(C(F)(F)F)cc1	-0.6%	-7.8%[9.22 µM]	-2.6%	.	-3.2%[10 µM]	1.8%	?	?
COc1ccc(/C=C(/NC(=O)c2ccc(C)cc2)C(=O)NCC2CCCO2)cc1 (stereo unspecified)	-1.7%	3.1%	5.3%	7.1%	5.0%	4.3%	5.7%	-4.4%
CC1CCN(Cc2cc(=O)oc3cc4c(cc23)CCCC4)CC1	-1.8%	-3.6%[9.22 µM]	-5.4%	.	-1.4%[10 µM]	-26.3%	.	.
CN=C1SC(CC(=O)Nc2c(C)cccc2C)C(=O)N1/N=C/c1cccs1 (stereo unspecified)	-1.4%	11.5%	-0.9%	6.4%	18.3%[10 µM]	5.0%	-6.0%	0.7%
COc1cccc(OCCOCCN(C)CCO)c1	-4.8%	-1.1%	-7.3%	12.4%	-3.2%[10 µM]	2.8%	-12.8%	?
Cc1cc(O)c(/C=N/Nc2cccc(Cl)c2)c(=O)o1	-0.3%	20.2%	-13.7%	-24.0%	-5.9%	?	-13.5%	?
CCC1C/C(=C\c2cccnc2)C(=O)/C(=C/c2cccnc2)C1 (stereo unspecified)	?	22.4µM*	-11.2%	-84.7%[inhibitor]	-36.6%[10 µM]	-0.3%	10µM*	?
CC(=O)c1cnn(-c2c(Cl)cc(Cl)cc2Cl)c1C	2.6%	1.0%[9.22 µM]	-1.7%	.	-0.2%[10 µM]	3.3%	1.4%	.
O=C(Nc1ccon1)c1sc2cc(F)ccc2c1Cl	-2.8%	-15.7%	-1.5%	22.4µM*	-14.5%[0.074 µM]	-0.6%	-16.6%	4.7%
O=c1cc(NCc2ccccc2)nc2ccccn12	2.5%	-1.8%	-7.6%	26.3%	15.2%[10 µM]	?	-5.9%	-6.4%
Cc1ccc(S(=O)(=O)CC2CSc3nc(N)cc(=O)n32)cc1 (stereo unspecified)	8.4%	7.2%	5.2%	-7.2%	3.4%[0.074 µM]	-2.3%	-2.1%	2.6%
CCCCc1cc2c(cn1)C(=O)C(C)(OC(C)=O)C(=O)C2 (stereo unspecified)	6.1%[11.6 µM]	.	-1.5%[11.6 µM]	2.3%[9.22 µM]	-25.4%[10 µM]	-11.3%[11.4 µM]	-1.6%[11.5 µM]	1.26µM*
NC(=O)NC(=O)CSc1nc(C2CCCCC2)n(-c2ccccc2)n1	-2.4%	-5.3%	-6.5%	-7.2%	.	10.0%	-1.0%	6.9%
COC(=O)c1sccc1NC(=O)c1c(-c2ccccc2)noc1C	-5.9%	-9.6%	-27.8%	-29.6%	-6.3%[10 µM]	0.5%	-16.7%	8.91µM*
CCN(CC)CCNC(=O)c1ccc(Cl)c(S(=O)(=O)Nc2ccccc2OC)c1	7.1%	3.6%	3.1%	-1.5%	-5.7%	1.2%	2.2%	-4.8%
Cc1ccc(C)n1-c1ccc(-c2nnco2)cc1	-11.9%	?	-13.9%	6.7%	30.1%	?	?	?
CC1CCCC(C)N1C(=O)COc1ccc(C(=O)Nc2ccccc2N2CCOCC2)cc1 (stereo unspecified)	11.4%	-7.4%[9.22 µM]	0.4%	-4.2%	-10.8%[10 µM]	1.0%	-0.8%	4.1%
